Bioassay records from PubChem.
DNMT1 block – blocks human DNA methyltransferase DNMT1. DNMT1 molecular beacon, Hinp1I cleavage, fluorescence. 0.83% of 360,000 active. AID 588458. inhibition (reported as % activation of signal), % at 10 µM. P26358; in the data active means inhibition above about 50%
Target sequence (P26358 504-1616 limits assumed): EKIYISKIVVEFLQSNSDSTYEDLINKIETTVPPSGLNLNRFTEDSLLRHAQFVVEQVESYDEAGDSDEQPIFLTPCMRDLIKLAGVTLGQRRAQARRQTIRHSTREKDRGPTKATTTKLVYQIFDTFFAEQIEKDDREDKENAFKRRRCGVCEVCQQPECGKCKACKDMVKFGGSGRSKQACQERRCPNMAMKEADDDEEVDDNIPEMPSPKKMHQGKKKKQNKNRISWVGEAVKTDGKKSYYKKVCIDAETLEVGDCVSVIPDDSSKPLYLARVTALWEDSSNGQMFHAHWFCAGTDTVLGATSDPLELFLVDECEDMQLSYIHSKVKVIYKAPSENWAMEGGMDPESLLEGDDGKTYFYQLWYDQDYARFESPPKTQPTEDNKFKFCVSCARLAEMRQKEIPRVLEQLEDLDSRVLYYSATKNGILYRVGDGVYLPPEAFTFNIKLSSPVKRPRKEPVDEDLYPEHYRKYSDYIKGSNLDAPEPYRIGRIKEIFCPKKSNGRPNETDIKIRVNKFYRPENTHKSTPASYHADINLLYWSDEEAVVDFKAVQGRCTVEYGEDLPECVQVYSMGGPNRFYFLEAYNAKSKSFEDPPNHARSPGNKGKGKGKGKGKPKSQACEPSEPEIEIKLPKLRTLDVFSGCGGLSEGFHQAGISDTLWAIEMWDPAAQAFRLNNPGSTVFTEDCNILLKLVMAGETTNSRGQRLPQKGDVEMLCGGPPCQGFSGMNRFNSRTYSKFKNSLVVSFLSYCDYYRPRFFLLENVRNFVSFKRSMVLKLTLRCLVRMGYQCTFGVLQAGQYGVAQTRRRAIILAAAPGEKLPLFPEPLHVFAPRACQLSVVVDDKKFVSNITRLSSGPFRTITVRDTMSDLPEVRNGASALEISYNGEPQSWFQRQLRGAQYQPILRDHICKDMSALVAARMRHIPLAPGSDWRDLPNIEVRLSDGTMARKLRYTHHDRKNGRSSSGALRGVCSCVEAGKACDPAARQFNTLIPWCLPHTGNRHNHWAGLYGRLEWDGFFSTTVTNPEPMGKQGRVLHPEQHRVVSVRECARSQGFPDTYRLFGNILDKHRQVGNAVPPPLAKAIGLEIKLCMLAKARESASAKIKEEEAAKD
CSN deneddyl inh – inhibitors of human CSN-mediated cullin deneddylation; Purified CSN, SCF-Nedd8-OG deneddylation, fluorescence polarization; inhibition, % at 12.5 µM; 0.38% of 360,000 active;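 active means pattern-corrected inhibition above about 35%, with an unprinted fluorescence ratio check between 0.5 and 1.5, limit read from the data, passing the limit was not always enough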;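 further: 0% = enzyme with substrate and 100% = substrate without enzyme; some results filed as inactive read as strong as hits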
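Detection – fluorescence polarization · System – HEK293T-derived human Csn5 enzyme · Controls – substrate-only high control, full reaction low control · Timing – 90 min, room temperature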
Scp-1 inhibitor – blocks human Scp-1 phosphatase activity; AID 493091; inhibition, % at 20 µM; Recombinant Scp1, phosphopeptide, malachite green phosphate absorbance; 0.88% of 340,000 active;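 active means inhibition above about 50% at 20 µM, limit read from the data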;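 further: plate controls were DMSO wells with enzyme for no effect and wells lacking enzyme for full effect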
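Incubation: 45 min enzyme reaction at room temperature / System: truncated SCP-1 phosphatase (76-261aa) / Reagent: Phospho 17-mer peptide substrate / Buffer or medium: Acidic Tris acetate buffer with magnesium and detergent / Signal: absorbance at 630 nm / Doses: one concentration, 20 µM, with 1.0% DMSO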
NadD block – NadD (S. aureus) enzyme inhibition. purified NadD enzyme, colorimetric absorbance read-out. inhibition, % at 20 µM. 0.78% of 360,000 active; in the data active means inhibition above about 26%; further: some compounds past the cut are filed as inactive
LMPTP inh – blocks human LMPTP phosphatase | P24666 | recombinant LMPTP-A, OMFP fluorogenic substrate, fluorescence intensity | inhibition, % at 20 µM | 0.22% of 360,000 active | AID 651560;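 active means compounds that cut the enzyme signal by at least half of the control window in the single-dose screen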;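 further: plate controls were DMSO wells with enzyme plus substrate for no effect and substrate without enzyme for full effect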
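material = LMPTP-A | quantity = 0.625 nM enzyme | reagent = OMFP substrate, 400 µM final | buffer or medium = Bis-Tris pH 6.0, DTT, detergent | detection = endpoint fluorescence intensity from OMFP dephosphorylation | dosing = single 20 µM dose | read-out basis = % inhibition relative to no-enzyme and uninhibited control wells | control set = no-enzyme and uninhibited controls | timing = 50 min at room temperature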
Rpn11 inh – Rpn11 (human) deubiquitinase inhibition; O00487; human 26S proteasome, Ub4-pepOG fluorescence polarization; 20S core pre-blocked with epoxomicin; calls only at 20 µM; 0.59% of 360,000 active; AID 588493;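 active means inhibition at 20 µM, scaled to each plate's controls, above about 33%, limit read from the data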
SUMO1 PPI mod – modulators of human SUMO1-mediated protein-protein interactions | P63165 | SUMO1 binding to a labelled peptide, TR-FRET, 1 h | inhibition, % at 20 µM | 0.33% of 360,000 active | AID 602429; in the data active means inhibition above about 37%
STEP inh – inhibitors of human striatal-enriched phosphatase STEP; recombinant STEP, OMFP fluorogenic substrate, fluorescence; P54829; AID 588621; 0.25% of 360,000 active; inhibition, % at 20 µM;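 active means inhibition at 20 µM, scaled per plate between control wells, above about 37%, limit read from the data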;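 further: 0% = DMSO with enzyme and substrate and 100% = substrate only without enzyme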
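Assay system: isolated STEP enzyme / Timing: 20 min at room temperature, dark / Doses: 20 µM, 1% DMSO / Technique: fluorescence intensity, excitation 480 nm, emission 540 nm / Reagent: fluorogenic phosphatase substrate OMFP at 25 µM final / Measure: percent inhibition scaled to no-enzyme and uninhibited-enzyme controls, plate-pattern corrected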
Tb MetRS inh – Trypanosoma brucei MetRS inhibition | purified T. brucei MetRS, ATP depletion, Kinase-Glo luminescence | inhibition, % at 11.9 µM | 0.4% of 360,000 active | AID 624268;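 active means inhibition above a per-plate cutoff of the control wells' mean inhibition plus 3 SD, cut at about 5.5% in these data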;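 further: 0% = DMSO wells median and 100% = median of wells with control inhibitor compound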
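Material: parasite MetRS enzyme / Replication: singlicate, one well per compound / Signal: luminescence of leftover ATP / Schedule: 2 h aminoacylation at 25 °C after 15 min preincubation / Medium: HEPES-MgCl2-KCl buffer plus DTT, spermine, BSA, pyrophosphatase / Doses: 11.9 µM single point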
MsrA inhibitor – bovine MsrA inhibition. purified bovine MsrA, absorbance read-out. inhibition, % at 15.5 µM. 0.75% of 360,000 active; in the data active means inhibition above about 4.5%;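 further: 0% = vehicle wells with enzyme and 100% = reference inhibitor wells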
The depositor's hits bear a star.

Screening Cc1ccc2n(n1)c(=O)c(Cc1ccccc1)c([O-])[n+]2-c1ccccc1 returned DNMT1 block -1, CSN deneddyl inh 0, Scp-1 inhibitor -8, NadD block 6, LMPTP inh -0.9, Rpn11 inh inactive, SUMO1 PPI mod -27, STEP inh -2, Tb MetRS inh 0.6 and MsrA inhibitor -0.5.
For Cc1cccc(C)c1OCCN1CCCC1 the results were DNMT1 block 4, CSN deneddyl inh 1, Scp-1 inhibitor -4, NadD block -2, LMPTP inh -1.9, Rpn11 inh inactive, SUMO1 PPI mod 3, STEP inh 1, Tb MetRS inh 0.4 and MsrA inhibitor -0.1.
OCC1(Cc2ccccc2)CCN(C2CCN(c3ccc(F)c(F)c3)CC2)CC1 was read as DNMT1 block -7, CSN deneddyl inh -5, Scp-1 inhibitor -7, NadD block -1, LMPTP inh -1.1, Rpn11 inh inactive, SUMO1 PPI mod -4, STEP inh 0, Tb MetRS inh 0.6 and MsrA inhibitor 1.2.
CCOc1ccc(N(CC(=O)Nc2ccc(C)c(C)c2)S(=O)(=O)c2c(C)[nH]c(=O)[nH]c2=O)cc1 was read as DNMT1 block -2, CSN deneddyl inh 4, Scp-1 inhibitor -8, NadD block 5, LMPTP inh 1.0, Rpn11 inh inactive, SUMO1 PPI mod 7, STEP inh -1, Tb MetRS inh 0.8 and MsrA inhibitor -2.1.
O=C(COC(=O)CCNS(=O)(=O)c1ccccc1)Nc1ccc(OC(F)F)cc1 was read as DNMT1 block -1, CSN deneddyl inh -7, Scp-1 inhibitor -5, NadD block -4, LMPTP inh 0.3, Rpn11 inh inactive, SUMO1 PPI mod -4, STEP inh -2, Tb MetRS inh -0.3 and MsrA inhibitor 0.2.
For COc1ccc(/C=C/CN2CCC(CO)(Cc3ccccc3Cl)CC2)cc1 the results were DNMT1 block -9, CSN deneddyl inh -5, Scp-1 inhibitor -5, NadD block -2, LMPTP inh -0.4, Rpn11 inh inactive, SUMO1 PPI mod -2, STEP inh -2, Tb MetRS inh 0.2 and MsrA inhibitor 0.6.
`O=C(c1ccc2c(c1)OCCCO2)N1CCCCC1` gave DNMT1 block 2, CSN deneddyl inh 1, Scp-1 inhibitor -11, NadD block 0, LMPTP inh 0.2, Rpn11 inh inactive, SUMO1 PPI mod 4, STEP inh 0, Tb MetRS inh 0.4 and MsrA inhibitor -0.4.
`O=C(Nc1cccc(S(=O)(=O)N2CCCCCC2)c1)C1CCN(C(=O)c2ccc(Cl)cc2)CC1` gave DNMT1 block -9, CSN deneddyl inh -3, Scp-1 inhibitor -11, NadD block 3, LMPTP inh -5.6, Rpn11 inh inactive, SUMO1 PPI mod -31, STEP inh -1, Tb MetRS inh 0.0 and MsrA inhibitor 0.1.
`NNC(=O)c1[nH]c2ccc(Cl)cc2c1-c1ccccc1` gave DNMT1 block -11, CSN deneddyl inh -1, Scp-1 inhibitor 3, NadD block 5, LMPTP inh 0.9, Rpn11 inh inactive, SUMO1 PPI mod -5, STEP inh -1, Tb MetRS inh 0.7 and MsrA inhibitor -0.8.
`CCCCc1ccc(S(=O)(=O)Nc2cc(C)on2)cc1` gave DNMT1 block 0, CSN deneddyl inh 4, Scp-1 inhibitor 70*, NadD block 0, LMPTP inh -1.0, Rpn11 inh inactive, SUMO1 PPI mod -4, STEP inh 2, Tb MetRS inh -0.4 and MsrA inhibitor -0.1.
Screening CC(C)Cc1nc2sc3c(SCC(N)=O)ncnc3c2c2c1CCC2 returned DNMT1 block 4, CSN deneddyl inh -2, Scp-1 inhibitor 6, NadD block -4, LMPTP inh -0.2, Rpn11 inh inactive, SUMO1 PPI mod -313, STEP inh 2, Tb MetRS inh 0.1 and MsrA inhibitor -0.7.
CNC(=O)c1sc(-c2ccc(Cl)cc2)nc1C was read as DNMT1 block -1, CSN deneddyl inh 1, Scp-1 inhibitor -7, NadD block -7, LMPTP inh -2.8, Rpn11 inh inactive, SUMO1 PPI mod -14, STEP inh -4, Tb MetRS inh -1.0 and MsrA inhibitor 0.6.
`O=C(O)CCC(=O)Nc1ccc(SSc2ccc(NC(=O)CCC(=O)O)cc2)cc1` gave DNMT1 block 0, CSN deneddyl inh -1, Scp-1 inhibitor 4, NadD block -4, LMPTP inh -1.7, Rpn11 inh inactive, SUMO1 PPI mod 1, STEP inh 8, Tb MetRS inh 0.0 and MsrA inhibitor 1.4.
For CC(=O)N1CCOc2ccc(S(=O)(=O)N3CCC(C(=O)NCc4ccc(C)cc4)CC3)cc21 the results were DNMT1 block 3, CSN deneddyl inh 5, Scp-1 inhibitor 7, NadD block -8, LMPTP inh 0.2, Rpn11 inh inactive, SUMO1 PPI mod 4, STEP inh 1, Tb MetRS inh -0.4 and MsrA inhibitor 1.7.
For CC(=O)N(CC(C)C(=O)O)c1c(I)cc(I)c(N)c1I (centres undefined) the results were DNMT1 block 6, CSN deneddyl inh -3, Scp-1 inhibitor -6, NadD block -1, LMPTP inh -2.0, Rpn11 inh inactive, SUMO1 PPI mod 4, STEP inh -3, Tb MetRS inh -1.0 and MsrA inhibitor -1.0.
For O=C(CCn1c(=O)c2ccccc2n(CC(=O)NC2CCCC2)c1=O)NCCc1ccc(Cl)cc1 the results were DNMT1 block 35, CSN deneddyl inh -4, Scp-1 inhibitor -10, NadD block -4, LMPTP inh -1.5, Rpn11 inh inactive, SUMO1 PPI mod 0, STEP inh -1, Tb MetRS inh 0.1 and MsrA inhibitor -0.1.
O=C(c1ccc(C(=O)N2CCCc3ccccc32)s1)N1CCCc2ccccc21 was read as DNMT1 block -4, CSN deneddyl inh -5, Scp-1 inhibitor -13, NadD block 0, LMPTP inh 2.4, Rpn11 inh inactive, SUMO1 PPI mod -2, STEP inh 4, Tb MetRS inh 0.0 and MsrA inhibitor -0.3.
`CN(Cc1ccccc1)C(=O)c1[nH]cnc1C(=O)NCCCCCNC(=O)OC(C)(C)C` gave DNMT1 block 1, CSN deneddyl inh 96, Scp-1 inhibitor 6, NadD block 3, LMPTP inh 0.3, Rpn11 inh inactive, SUMO1 PPI mod 4, STEP inh -1, Tb MetRS inh -0.3 and MsrA inhibitor 0.5.
Screening COc1ccc(CN(C(=O)c2cc(=O)c3cc(C)cc(C)c3o2)C2CCS(=O)(=O)C2)cc1 (centres undefined) returned DNMT1 block 3, CSN deneddyl inh -1, Scp-1 inhibitor -34, NadD block 1, LMPTP inh -0.5, Rpn11 inh inactive, SUMO1 PPI mod -2, STEP inh 1, Tb MetRS inh 0.0 and MsrA inhibitor -0.8.
Screening NC(=O)c1ccccc1NC(=O)/C=C/C(=O)O returned DNMT1 block -2, CSN deneddyl inh 0, Scp-1 inhibitor 0, NadD block -3, LMPTP inh -1.5, Rpn11 inh inactive, SUMO1 PPI mod -5, STEP inh -2, Tb MetRS inh -0.1 and MsrA inhibitor 0.6.
C/C(=N\NC(=O)Cc1ccccc1)c1cccnc1 was read as DNMT1 block 2, CSN deneddyl inh -1, Scp-1 inhibitor 1, NadD block 0, LMPTP inh -0.3, Rpn11 inh inactive, SUMO1 PPI mod 3, STEP inh -2, Tb MetRS inh -0.8 and MsrA inhibitor 2.1.
Screening O=C1c2[nH]nc(-c3ccccc3O)c2C(c2ccc(F)cc2)N1CC1CCCO1 (centres undefined) returned DNMT1 block 5, CSN deneddyl inh 4, Scp-1 inhibitor -4, NadD block 0, LMPTP inh -0.8, Rpn11 inh inactive, SUMO1 PPI mod -3, STEP inh 0, Tb MetRS inh -0.3 and MsrA inhibitor -0.2.
For C=CCNC(=S)N1CCN(c2cccc(C(F)(F)F)c2)CC1 the results were DNMT1 block -5, CSN deneddyl inh -1, Scp-1 inhibitor -9, NadD block -5, LMPTP inh -0.3, Rpn11 inh inactive, SUMO1 PPI mod 3, STEP inh 2, Tb MetRS inh 1.1 and MsrA inhibitor 0.1.
`COc1ccccc1-c1csc(Cc2nnc3n2CCCCC3)n1` gave DNMT1 block 4, CSN deneddyl inh 3, Scp-1 inhibitor -9, NadD block -3, LMPTP inh -0.2, Rpn11 inh inactive, SUMO1 PPI mod -2, STEP inh -5, Tb MetRS inh 0.1 and MsrA inhibitor -1.2.
Screening O=C(Cc1ccc(S(=O)(=O)N2CCCCC2)s1)Nc1cccc2ccccc12 returned DNMT1 block -4, CSN deneddyl inh 2, Scp-1 inhibitor -8, NadD block -7, LMPTP inh -0.3, Rpn11 inh inactive, SUMO1 PPI mod -1, STEP inh -1, Tb MetRS inh 0.0 and MsrA inhibitor -0.8.
For Cc1cccc2c(=O)c(C(=O)NCc3cccs3)c[nH]c12 the results were DNMT1 block -1, CSN deneddyl inh -2, Scp-1 inhibitor -6, NadD block -4, LMPTP inh -0.2, Rpn11 inh inactive, SUMO1 PPI mod 27, STEP inh -1, Tb MetRS inh -1.0 and MsrA inhibitor 1.1.
`COCCNC(=O)C(c1ccc(F)cc1)N(Cc1ccccc1)C(=O)CCC(=O)Nc1ccccn1` (centres undefined) gave DNMT1 block 0, CSN deneddyl inh 2, Scp-1 inhibitor -10, NadD block -7, LMPTP inh -1.0, Rpn11 inh inactive, SUMO1 PPI mod 6, STEP inh -1, Tb MetRS inh -0.4 and MsrA inhibitor -0.7.

Ordered by SMILES length (smallest number first): part of the list above
`O=C(c1ccc2c(c1)OCCCO2)N1CCCCC1` gave DNMT1 block 2, CSN deneddyl inh 1, Scp-1 inhibitor -11, NadD block 0, LMPTP inh 0.2, Rpn11 inh inactive, SUMO1 PPI mod 4, STEP inh 0, Tb MetRS inh 0.4 and MsrA inhibitor -0.4.
C/C(=N\NC(=O)Cc1ccccc1)c1cccnc1 was read as DNMT1 block 2, CSN deneddyl inh -1, Scp-1 inhibitor 1, NadD block 0, LMPTP inh -0.3, Rpn11 inh inactive, SUMO1 PPI mod 3, STEP inh -2, Tb MetRS inh -0.8 and MsrA inhibitor 2.1.
`COc1ccccc1-c1csc(Cc2nnc3n2CCCCC3)n1` gave DNMT1 block 4, CSN deneddyl inh 3, Scp-1 inhibitor -9, NadD block -3, LMPTP inh -0.2, Rpn11 inh inactive, SUMO1 PPI mod -2, STEP inh -5, Tb MetRS inh 0.1 and MsrA inhibitor -1.2.
Screening CC(C)Cc1nc2sc3c(SCC(N)=O)ncnc3c2c2c1CCC2 returned DNMT1 block 4, CSN deneddyl inh -2, Scp-1 inhibitor 6, NadD block -4, LMPTP inh -0.2, Rpn11 inh inactive, SUMO1 PPI mod -313, STEP inh 2, Tb MetRS inh 0.1 and MsrA inhibitor -0.7.

Compounds were not picked by outcome; overall some 3.9% were active at least once.
